HCV inhibitor = blocks hepatitis C virus. Huh7.5.1 HCVcc-Cre infection, luciferase reporter, 44 h. Potency, µM (doses to about 41.8 µM), inactives show at the top dose activity change, negative = inhibition, usual class: inhibitors. 3.4% of 340,000 active. AID 651820
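After 44 h co-culture of compound, cells and HCVcc-Cre (~0.5 moi), substrate is added for 15 min at room temperature and luciferase measured over 15 sec. Cells were seeded at 1,000/well and pre-cultured 4 h.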
Pf growth 96h = inhibits malaria parasite growth, 96 h; P. falciparum luciferase reporter growth, 96 h; Potency, µM (series often up to 28.7 µM), for inactives: at the highest dose activity change, negative = inhibition, hits mostly inhibitors; 6.9% of 320,000 active
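Two parasite generations (96 h, 37 C, 5% CO2) of compound exposure in infected erythrocytes (0.05% parasitemia, 2% hematocrit). Luciferase-reporter P. falciparum; decreased luminescence indicates inhibited growth, aimed at apicoplast-acting delayed death.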
LmPK inh = inhibitors of Leishmania mexicana pyruvate kinase; 0.37% of 290,000 active; purified LmPK, Kinase-Glo ATP luminescence, 1 h; Potency, µM (doses to about 57.5 µM), for inactives: at the highest dose activity change, negative = inhibition, actives largely listed as inhibitors; Q27686
Target sequence (Q27686 whole entry, looked up): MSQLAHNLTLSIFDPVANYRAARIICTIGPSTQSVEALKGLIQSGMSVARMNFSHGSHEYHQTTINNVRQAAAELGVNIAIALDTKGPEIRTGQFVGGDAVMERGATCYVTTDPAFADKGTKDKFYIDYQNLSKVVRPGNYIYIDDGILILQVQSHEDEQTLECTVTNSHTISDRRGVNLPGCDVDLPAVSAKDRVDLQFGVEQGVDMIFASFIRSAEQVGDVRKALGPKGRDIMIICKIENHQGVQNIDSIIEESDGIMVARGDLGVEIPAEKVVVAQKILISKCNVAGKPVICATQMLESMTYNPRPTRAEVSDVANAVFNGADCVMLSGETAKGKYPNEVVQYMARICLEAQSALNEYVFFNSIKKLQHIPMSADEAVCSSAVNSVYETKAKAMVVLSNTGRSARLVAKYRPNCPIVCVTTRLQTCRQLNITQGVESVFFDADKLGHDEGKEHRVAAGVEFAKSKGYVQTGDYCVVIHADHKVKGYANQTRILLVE
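Kinase-Glo luminescence read after 1 h RT reaction of 0.1 nM LmPK with 0.5 mM PEP and 0.1 mM ADP. Activity scaled between uninhibited and enzyme-free controls.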
Tb PYK inh = blocks Trypanosoma brucei pyruvate kinase; Q57TT1; TbPYK enzyme, Kinase-Glo Plus ATP luminescence, 45 min; Potency, µM (top dose mostly 76.8 µM), for the others: at the top dose activity, negative = inhibition, most hits filed as inhibitors; 0.12% of 410,000 active; also: nearly all actives have a fitted effect of over 50% in size
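Luminescent Kinase-Glo Plus end-point after 45 min room-temperature reaction of T. brucei pyruvate kinase started with 130 uM ADP (final). Buffer TEA 50 mM pH 7.2 with KCl, MgCl2, BSA, Tween-20; titration-based qHTS with fitted concentration-effect curves.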
Pf growth 48h = P. falciparum growth inhibition at 48 hours (one generation); 5.9% of 310,000 active; Potency, µM (series often up to 28.7 µM), for inactives: at the top dose activity change, negative = inhibition, actives largely listed as inhibitors; P. falciparum luciferase growth in erythrocytes, 48 h
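In quantitative HTS format, infected erythrocytes bearing luciferase-reporter parasites were treated for a single generation at 37 C. Luminescence after adding detection reagent served as the growth measure.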
Sm TGR inh = inhibitors of Schistosoma mansoni thioredoxin glutathione reductase. Q962Y6. purified TGR, DTNB reduction, TNB absorbance 405 nm. Potency, µM (titrated, usually from 114 µM), for the others: at the highest dose activity change, negative = inhibition, usual class: inhibitors. 3% of 360,000 active; also: nearly all actives have a fitted effect of over 60% in size
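First, TGR (20 nM dispensed) and NADPH were mixed with compound. Second, a 15 min room-temperature incubation followed. Third, further NADPH and then DTNB were added to start the reaction. Finally, TNB absorbance was monitored kinetically.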
* marks the source's active call; other numbers are inactive results; ? = inconclusive; / = not tested or not shown; [ ] = remark or other dose. Calls follow the shape of the dose curve; as a rule, active = well fitted curve in the direction sought with a large enough effect; inconclusive = small, poorly fitted or top-dose-only effect, or another doubt; inactive = no such curve, though single readings can be large; an effect the other way counts as inactive or inconclusive. % is scaled to controls: 0 for no effect and ±100 for the full control effect; potency is read from the fitted curve at half-maximal effect.

Results follow in this order: HCV inhibitor	Pf growth 96h	LmPK inh	Tb PYK inh	Pf growth 48h	Sm TGR inh
> Nc1nc(SCC(=O)Nc2ccc([N+](=O)[O-])cc2)n[nH]1
 : 8%	-7%	3%	-2%	11%	/
> COc1ccc(-n2nc(C(=O)NCC(=O)NCc3ccccc3OC)c3ccccc3c2=O)cc1
 : -2%	?	0%	-1%	?	1%
> O=C(O)CN1CCN(Cc2ccccc2)C1=O
 : 9%	45%[activator]	-3%	2%	-6%	7%
> O=c1c(-c2ccc(F)cc2)[n+]([O-])c2ccccc2n1OCc1ccccn1
 : -6%	20%	3%	?	19%	/
> O=C1c2ccccc2C(=O)N1CC(O)COc1ccc(Cl)cc1 (centres undefined)
 : 7%	41%[activator]	-1%	9%	3%	-1%
> CCC(C(=O)NCCN1CCOCC1)n1nc(C)n2c(cc3sccc32)c1=O (centres undefined)
 : -2%	?	-16%	-5%	14%	-4%
> Cc1cccc2c1cnn2C(=O)CCC(=O)NCc1ccc(F)cc1
 : 1%	15µM*	3%	-8%	6%	-3%
> Cc1ccc(NC(=O)CSc2nnc(C)n2C2CC2)cc1S(=O)(=O)N1CCOCC1
 : 10%	?	/	3%	-31%	3%
> O=C(NCCN1CCCCC1)Nc1cccc(F)c1
 : 11%	-12%	1%	0%	0%	4%
> CCCCCn1c(N)c(-c2nc3ccccc3o2)c2c([N+](=O)[O-])nn(C)c(=O)c21
 : 12%	6%	-3%	-12%	16%	-2%
> N#CCC(=O)Nc1ccc(C(=O)N2CCN(c3ccccn3)CC2)cc1
 : 6%	?	-1%	12%	-14%	-1%
> CC(=O)N1C(=O)/C(=C2\SC(=S)N(NS(=O)(=O)c3ccc(C)cc3)C2=O)c2ccccc21
 : 19%	82%[activator]	2%	-6%	6%	2.5µM*
> CC(Oc1ccccc1C(N)=O)C(=O)Nc1ccc(S(=O)(=O)N2CCCC2)cc1 (centres undefined)
 : ?	?	/	8%	?	-7%
> Cc1cc(Cl)cc(Cl)c1OCCOCCN(C)C
 : ?	57%[activator]	-7%	68%[activator]	21%	4%
> Cc1cc(Br)cc(Br)c1OCC(=O)NNC(=O)c1ccoc1C
 : -18%	21%	-7%	-3%	23%	4%
> Cc1ccc2c(c1)nnn2C1CCN(C(=O)c2cccs2)CC1
 : -1%	/	7%	4%	-26%	0%
> Cc1cccc(CSCCNC(=O)c2ccc(N(C)S(=O)(=O)c3ccccc3)cc2)c1
 : ?	48%[activator]	2%	-19%	2%	7%
> Cc1ccc2ccccc2c1COC(=O)c1nonc1N
 : 30%[activator]	/	2%	-8%	-1%	4%
> CC1CN(C(=O)c2cccc(S(=O)(=O)N3CCN(c4ccc(F)cc4)CC3)c2)CC(C)O1 (centres undefined)
 : ?	6%	-11%	0%	-13%	?
> COc1ccc(-c2nnc(NC(=O)CS(=O)(=O)c3ccc(F)cc3)o2)c(OC)c1
 : 17%[8.37 µM]	-2%	/	3%	15%	4%
> CCCCCCCNC(=O)C1(CC2CC(c3ccccc3)=NO2)CCN(C(=O)OC(C)(C)C)CC1 (centres undefined)
 : -4%	6.6µM*	/	19%	2.9µM*	0%
> CC(C)c1ccc(N2C(=O)C3C4C=CC(CC4)C3C2=O)cc1 (centres undefined)
 : -10%	-15%	1%	-1%	157%[activator]	-6%
> O=C(OCc1nc2scc(-c3ccccc3)c2c(=O)[nH]1)c1cc([N+](=O)[O-])ccc1Cl
 : 0%	?	-2%	12%	-3%	-4%
> Cc1cccc([C@@H]2[C@@H]3C(=O)N(Cc4ccccc4)C(=O)[C@@H]3[C@]3(Cc4ccccc4)C(=O)N(c4cccc(F)c4)C(=O)N23)c1
 : -13%	?	/	-3%	?	2%
> O=c1cc[nH]c2ccc(Cl)cc12
 : 5%[8.37 µM]	1%	-2%	-2%	23%	-6%
> Cc1nn(-c2ccc(NC(=O)c3ccncc3)cc2)c(C)c1Cl
 : 3.2µM*	-40%	0%	1%	-9%	0%
> CCOC(=O)Cn1c(=O)oc2cc(S(=O)(=O)Nc3ccc(F)cc3)ccc21
 : -2%	41%	6%	-4%	/	17%
> CC(c1nc2ccccc2c(=O)[nH]1)N(C)CCOc1ccc(Cl)cc1 (centres undefined)
 : -24%	-1%	11%	0%	-19%	12%
> COC(=O)C1=C(C)Nc2sc(C(N)=O)c(N)c2C1c1ccncc1 (centres undefined)
 : ?	?	0%	0%	-29%	-3%
> CNc1ccc(S(=O)(=O)NC)cc1[N+](=O)[O-]
 : 27%	1%	-4%	-6%	118%[activator]	1%
> Cc1ccccc1C(=O)Nc1ccc(C(=O)N/N=C/c2ccc(O)c(Br)c2)cc1
 : -7%	-1%	2%	-6%	?	/
> O=C1CC(C(=O)N2CCC3(CC2)OCCO3)CN1CCc1ccccc1 (centres undefined)
 : 0%	?	1%	-5%	-13%	0%
> CCCOC(=O)C1=C(C)NC2=C(C(=O)CCC2)C1c1cccc(OC)c1OC (centres undefined)
 : 2%	8.3µM*	0%	0%	14%	7%
> O=C(Nc1cccc(F)c1)c1cc(S(=O)(=O)N2CCOCC2)ccc1N1CCCC1
 : 12%	?	/	2%	?	0%
> O=C(O)CCC1COc2ccccc2O1 (centres undefined)
 : 12%	/	1%	2%	-2%	-2%
> COC(=O)Cn1c(=NC(=O)CN2C(=O)CCC2=O)sc2cc(S(N)(=O)=O)ccc21
 : 39%[activator]	19%	2%	10%	-10%	-18%
> c1nc2nc3c(c(N4CCOCC4)n2n1)CCCC3
 : -5%	-15%	-2%	0%	14%	4%
> C[C@]12C=CC(=O)C=C1CC[C@@H]1[C@@H]2[C@@H](O)C[C@@]2(C)[C@H]1CC[C@]2(O)C(=O)CO
 : -3%	5%	-10%	5%	36%[activator]	-18%
> CCOC(=O)c1ccc(N=CC2=C(O)CC(C)(C)CC2=O)cc1
 : 21%	-24%	-3%	1%	14%	-1%
> Cc1cc(C(=O)OCC(=O)c2ccc(Cl)c([N+](=O)[O-])c2)c2cccc(C)c2n1
 : 13%	44%[activator]	-1%	-1%	-7%	-12%
> O=S(=O)(CCc1nnc(-c2ccc(Br)cc2)o1)c1ccc(Cl)cc1
 : 18%	-18%	-5%	3%	/	-9%
> CN1CCN(c2ccc(C(CC(N)=O)NC(=O)c3ccccc3)cc2[N+](=O)[O-])CC1 (centres undefined)
 : 16%	?	-6%	2%	32%[activator]	-10%
> CN1CCN(C(=O)c2ccc3c(=O)n(Cc4ccc(Cl)cc4)c(=S)[nH]c3c2)CC1
 : ?	?	-12%	?	?	7%
> CCCCCC(=O)Nc1cc(S(=O)(=O)N2CCOCC2)ccc1Oc1ccc(OCC)cc1
 : -4%	?	/	-6%	?	6%
> COc1ccc(C(=O)C2CCCN(C(=O)c3ccc(CSC)o3)C2)cc1F (centres undefined)
 : 22%	-12%	4%	-6%	10%	28µM*
> COc1ccccc1/C=N/NC(=O)c1cccc(OC(F)(F)C(F)F)c1
 : 18%	6%	-5%	0%	2%	-1%
> O=C1C2=C(c3ccccc31)[N+](=O)[C@@H]1CCCC[C@@H]1N2[O-]
 : -12%	?	-5%	4%	39%[activator]	-30%
> COc1ccc(CNc2nc3ccccc3n2C(C)C)cc1
 : 0%	?	-5%	-2%	-23%	2%
> CSc1sc(C(=O)NN)c2c1C1(CCC2)SCCS1
 : -18%	?	14%	0%	?	13%
> Cc1cc(C)c(S(=O)(=O)/N=C2\C=C(NS(=O)(=O)c3ccccc3)C(=O)c3ccccc32)c(C)c1
 : 9%	-24%	0%	-17%	-24%	-3%
> C1=C(CCNCc2ccccc2)CCCC1
 : ?	0%	-9%	0%	/	5%
> O=C(NC(CC(=O)N1CCN(c2ccc([N+](=O)[O-])cc2)CC1)c1ccccc1)c1ccccc1Cl (centres undefined)
 : ?	12µM*	0%	2%	?	1%
> COc1ccc(/C(N)=N/O)c(OC)c1
 : -1%	18%	4%	0%	0%	4%
> CCCN1CNC(=S)N(c2ccccc2C)C1
 : 11%	1%	-4%	-10%	3%	8%
> Cc1sc2ncn(CC(=O)NCCCC(=O)N3CCC(C(N)=O)CC3)c(=O)c2c1C
 : 0%	-12%	-6%	0%	9%	-4%
> S=c1[nH]nc(-c2ccncc2)n1/N=C/c1cccc2ccccc12
 : 2%	49%[activator]	1%	/	20%	5%
> Cc1cc2ccccc2n1CCNC(=O)c1ccc(S(=O)(=O)N2CCCCC2)cc1
 : -6%	1.7µM*	3%	-11%	2.1µM*	-26%
> O=C(Cn1cnc2c(cnn2-c2ccccc2)c1=O)NCc1ccccc1
 : -30%	/	4%	5%	33%[activator]	-33%
> CC(C)CC1=NN(C(=O)c2ccncc2)C(O)(C(F)(F)F)C1 (centres undefined)
 : 9%	15%	2%	-18%	24%	2%
> Cc1ccc(C)c2[nH]c(=O)c(C(c3nnnn3C(C)(C)C)N3CC=C(c4ccc(F)cc4)CC3)cc12 (centres undefined)
 : ?	?	2%	-14%	2.1µM*	-5%

Quoted from the listing.
Reading of Cc1cc(C)c(S(=O)(=O)/N=C2\C=C(NS(=O)(=O)c3ccccc3)C(=O)c3ccccc32)c(C)c1 under LmPK inh: 0%
Reading of COc1ccc(CNc2nc3ccccc3n2C(C)C)cc1 under Pf growth 48h: -23%

Five entries from above, reformatted:
SMILES | HCV inhibitor | Pf growth 96h | LmPK inh | Tb PYK inh | Pf growth 48h | Sm TGR inh
S=c1[nH]nc(-c2ccncc2)n1/N=C/c1cccc2ccccc12 | 2% | 49%[activator] | 1% | / | 20% | 5%
Cc1cc2ccccc2n1CCNC(=O)c1ccc(S(=O)(=O)N2CCCCC2)cc1 | -6% | 1.7µM* | 3% | -11% | 2.1µM* | -26%
O=C(Cn1cnc2c(cnn2-c2ccccc2)c1=O)NCc1ccccc1 | -30% | / | 4% | 5% | 33%[activator] | -33%
CC(C)CC1=NN(C(=O)c2ccncc2)C(O)(C(F)(F)F)C1 (centres undefined) | 9% | 15% | 2% | -18% | 24% | 2%
Cc1ccc(C)c2[nH]c(=O)c(C(c3nnnn3C(C)(C)C)N3CC=C(c4ccc(F)cc4)CC3)cc12 (centres undefined) | ? | ? | 2% | -14% | 2.1µM* | -5%

(list continues)
Results follow in this order: HCV inhibitor	Pf growth 96h	LmPK inh	Tb PYK inh	Pf growth 48h	Sm TGR inh
> CCO[C@H]1OC(C(=O)NCc2ccccc2)=C[C@@H](c2ccc(C(F)(F)F)cc2)[C@@H]1CCCO
 : ?	?	8%	5%	?	-2%
> Cc1ccc(-n2c(=S)[nH]c3sc4c(c3c2=O)CCC4)cc1
 : -3%	37%[activator]	2%	-1%	7%	/
> CCOC(=O)c1cc(CC)sc1NC(=O)c1cccc(N2C(=O)CCC2=O)c1
 : ?	-21%	1%	-6%	12%	2%
> CCOc1ccccc1N=Nc1c(C)[nH]n(C(N)=S)c1=O
 : 10µM*	?	6%	4%	0%	-9%
> Cn1c(=O)oc2cc(S(=O)(=O)NCCC(=O)NCc3ccccc3Cl)ccc21
 : 17%	10µM*	-11%	-4%	5%	-3%
> Nc1ccccc1SC1CC(=O)N(Cc2ccccc2)C1=O (centres undefined)
 : 11%	-15%	-5%	-5%	14%	0%

Screens from PubChem BioAssay.
